Bioassay records as filed in PubChem BioAssay.
12-LOX inh = Primary qHTS assay for inhibitors of human arachidonate 12S-lipoxygenase (ALOX12): Round 2; AID 1671190, 2021; Potency, µM (highest dose often 108 µM), inactives show at the top dose activity change, negative = inhibition, usual class: inhibitors; purified 12hLO, xylenol orange hydroperoxide absorbance; hit rate 1.1% among 580,000; active = well fitted inhibition curve with a large enough effect; inconclusive = small, poorly fitted or top-dose-only effect, or another doubt; inactive = no such curve, though single readings can be large or run the other way
Target sequence (P18054 whole entry, looked up): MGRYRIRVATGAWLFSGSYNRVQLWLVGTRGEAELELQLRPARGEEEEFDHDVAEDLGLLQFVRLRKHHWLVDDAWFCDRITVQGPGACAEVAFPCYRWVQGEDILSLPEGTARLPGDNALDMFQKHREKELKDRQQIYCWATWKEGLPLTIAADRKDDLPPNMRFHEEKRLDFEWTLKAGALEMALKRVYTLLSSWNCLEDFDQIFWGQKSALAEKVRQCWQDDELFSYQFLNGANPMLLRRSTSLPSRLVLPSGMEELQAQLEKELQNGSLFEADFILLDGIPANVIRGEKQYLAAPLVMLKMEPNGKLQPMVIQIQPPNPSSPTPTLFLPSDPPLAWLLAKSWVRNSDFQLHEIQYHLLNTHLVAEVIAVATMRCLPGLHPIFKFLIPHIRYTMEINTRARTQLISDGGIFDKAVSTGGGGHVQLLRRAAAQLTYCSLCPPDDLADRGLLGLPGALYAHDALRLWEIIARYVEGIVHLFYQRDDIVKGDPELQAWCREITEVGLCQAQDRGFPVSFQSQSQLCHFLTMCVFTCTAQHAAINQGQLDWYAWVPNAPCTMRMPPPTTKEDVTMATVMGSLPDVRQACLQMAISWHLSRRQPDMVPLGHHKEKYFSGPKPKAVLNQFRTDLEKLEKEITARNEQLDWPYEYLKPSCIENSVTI
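Purified human 12hLO (150 nM final) in 25 mM Hepes, 0.01% Triton X-100, pH 7.0 was preincubated 15 min at room temperature with compound. Then 40 uM arachidonic acid was added, 30 min. Hydroperoxide was read by Fe-XO absorbance ratio 573/405 nm.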
Active calls of the source: *; ? = inconclusive; [ ] = dose if it differs, or a comment. % is set by controls: 0 for no effect and ±100 for the full control effect; potency is the fitted concentration of half-maximal effect.

SMILES	12-LOX inh
COc1ccccc1C(C1=C(O)CC(C)(C)CC1=O)C1=C(O)CC(C)(C)CC1=O	?
Cc1ccsc1CNC(=O)c1cnccn1	12%
NNc1ccc(Cc2ccc(NN)cc2)cc1	20µM*
Cc1noc2c(NCc3cccnc3)cc(-c3ccc(F)cc3)nc12	52%[activator][176 µM]
CCNC(=O)N1CCCCC1c1nc(CCOc2ccc(F)cc2)no1 (stereo unspecified)	16%
COCC(=O)Nc1ncncc1-c1noc([C@@H]2CCCN2Cc2cc(OC)c(OC)c(OC)c2)n1	43%[activator]
Cc1cc(C)c2c(CN3CCN(c4ccc(F)cc4)CC3)cc(=O)oc2c1	?
COc1ccc(CCNC(=O)CN(c2ccc(Br)c(C)c2)S(C)(=O)=O)cc1OC	-6%
Cc1cc(C(=O)NC(C)(C)c2ccc3c(c2)OCO3)on1	-1%
COc1ccc(N2C(=O)CSC23CCN(C(=O)Nc2ccc(C)cc2)CC3)cc1	36%[activator]
CN1c2cc(C(=O)NCc3cc(F)cc(F)c3)ccc2C(=O)N2CCCCC21 (stereo unspecified)	-6%
CCc1ccc(CNC(=O)c2cc3cc(C)ccc3[nH]2)cc1	35µM*
CCOC(=O)c1ccc2ncc(C(=O)OCC)c(NCCCOC(=O)C(C)(C)C)c2c1	11%
CC(C)(CNC(=O)C1C2CCC(C2)C1C(=O)O)CNC(=O)C1C2CCC(C2)C1C(=O)O (stereo unspecified)	0%
CC1CCCCC1NC(=O)C1(c2ccccc2)CCC1 (stereo unspecified)	65%[activator]
CC1(C)CC(NC(=O)c2cc3cc(Br)ccc3oc2=O)CC(C)(C)N1	?
CC(C)CN(C)C(=O)c1cc(-c2cnn(C(C)C)c2)nc2cc(F)ccc12	24%
COc1ccc(CCc2nc(C3CC(=O)N(c4ccc(F)c(Cl)c4)C3)no2)cc1 (stereo unspecified)	2%
O=c1c2c3c(nn2ccn1Cc1cc(F)ccc1F)CCCC3	5%
C[C@]1(CO)[C@H]2Cc3sc(NC(=O)c4ccc(F)cc4)nc3[C@@H](CC(=O)NC3CCCC3)[C@]2(C)CC[C@H]1O	4%

Seven of the entries above in order of the 12-LOX inh value, smallest number first.
SMILES	12-LOX inh
CN1c2cc(C(=O)NCc3cc(F)cc(F)c3)ccc2C(=O)N2CCCCC21 (stereo unspecified)	-6%
CC(C)(CNC(=O)C1C2CCC(C2)C1C(=O)O)CNC(=O)C1C2CCC(C2)C1C(=O)O (stereo unspecified)	0%
COc1ccc(CCc2nc(C3CC(=O)N(c4ccc(F)c(Cl)c4)C3)no2)cc1 (stereo unspecified)	2%
C[C@]1(CO)[C@H]2Cc3sc(NC(=O)c4ccc(F)cc4)nc3[C@@H](CC(=O)NC3CCCC3)[C@]2(C)CC[C@H]1O	4%
O=c1c2c3c(nn2ccn1Cc1cc(F)ccc1F)CCCC3	5%
CCOC(=O)c1ccc2ncc(C(=O)OCC)c(NCCCOC(=O)C(C)(C)C)c2c1	11%
CC(C)CN(C)C(=O)c1cc(-c2cnn(C(C)C)c2)nc2cc(F)ccc12	24%

Additional records
SMILES	12-LOX inh
COc1ccc(/C=C/C(=O)N2CCc3c(cnc(C)c3CNS(=O)(=O)c3cccs3)C2)cc1	1%
O=C1CC(c2noc(-c3ccc(F)c(Cl)c3)n2)CN1c1ccc(F)cc1 (stereo unspecified)	71%[activator]
CC(C)C(NC(=O)c1ccccc1Cl)c1nnc(SCC(=O)c2ccccc2)n1C (stereo unspecified)	85%[activator]
Fc1ccc(-c2ccc(CNCc3ccco3)o2)cc1	44%[activator]
COc1cccc(NC(=O)Cn2c(C)ccc(NC(=O)Nc3ccc(C)cc3)c2=O)c1	?
CC(=O)c1c(C)[nH]c(C(=O)C(C)Sc2ccccc2Br)c1C (stereo unspecified)	?
Cc1ccc(-c2nnc(C3CN(C(=O)Cc4ccccc4C)CC34CCOCC4)o2)cc1 (stereo unspecified)	7%
COCC(=O)N1CCC2(CCCN(c3ccccn3)C2)CC1	9%[57.4 µM]
Cc1ccc(CNC(=O)N2CCCC2c2nc(CCOc3ccc(F)cc3)no2)cc1 (stereo unspecified)	3%
CCc1c(-c2cccc(OC)c2)ncn1Cc1cccc(-c2ccccc2)c1	?
O=C1c2cnc(-c3cccc(O)c3)nc2OCCN1Cc1ccc(F)cc1F	?
CCn1c(SCc2nc3cc(S(=O)(=O)N(C)C)ccc3n2CC)nnc1C1CC1	-9%
c1csc(-c2cc3ccccn3c2)c1	-80%
O=C(NCc1ccncc1)[C@@H]1CCCN1C(=O)[C@@H]1CCCN1	-9%
Cc1ccc(NC(=O)Cc2n[nH]c(=O)c3ccccc23)cc1	-24%
CC(=O)Oc1ccc2c(C)c(CC(=O)Nc3ccc4c(c3)OCCO4)c(=O)oc2c1	1%
CCn1cc(CN2CCN(C(=O)CCc3ccccc3)CC2)ccc1=O	?
Cc1cc(/C=C(/C#N)c2nc3ccccc3[nH]2)cc(C)c1OCc1ccccn1	-7%
Cc1cc2ncc(C(=O)NCCc3ccccn3)cn2n1	23%[176 µM]
O=C(NCCOc1ccccc1)c1cnc2c(c1)N(C(=O)Cc1cccc(C(F)(F)F)c1)CCC2	25%
c1ccc(CCc2nnc3n2CCN(Cc2ccc4ccccc4n2)CC3)cc1	-47%
O=C(Nc1ccc2c(c1)OCCCO2)c1ccccc1OCc1ccc(F)cc1	3%
CCC(C)(C)C(=O)N1CCC2(CC1)N(C)C(=O)CS2(=O)=O	48%[activator]
O=C(CC1C(=O)NCCN1C(=O)CN1CCN(CCO)CC1)Nc1ccc(F)cc1 (stereo unspecified)	14%
Cc1ccc(NC(=O)c2nccnc2N)cc1C	0%
C=CCNC(=O)CCNC(=O)N1CCN(C(=O)c2cc3ccccc3[nH]2)CC1	13%
O=C(c1noc2c1CCCC2)N1CCN(c2cccc(Cl)c2)C(=O)C1	11%
COc1ccc(-c2ccnc(N[C@H]3CO[C@H]4[C@@H]3OC[C@@H]4NS(=O)(=O)c3ccc(C)cc3)n2)cc1	-10%
CC(C)Nc1ccc2nnc(-c3ccccn3)n2n1	64%[activator][176 µM]
CCOc1ccc(-c2cc(C(=O)Nc3nnc(CC)s3)no2)cc1	8%

In the list so far, 9 have an aryl methoxy group.
SMILES	12-LOX inh
COc1ccccc1C(C1=C(O)CC(C)(C)CC1=O)C1=C(O)CC(C)(C)CC1=O	?
COCC(=O)Nc1ncncc1-c1noc([C@@H]2CCCN2Cc2cc(OC)c(OC)c(OC)c2)n1	43%[activator]
COc1ccc(CCNC(=O)CN(c2ccc(Br)c(C)c2)S(C)(=O)=O)cc1OC	-6%
COc1ccc(N2C(=O)CSC23CCN(C(=O)Nc2ccc(C)cc2)CC3)cc1	36%[activator]
COc1ccc(CCc2nc(C3CC(=O)N(c4ccc(F)c(Cl)c4)C3)no2)cc1 (stereo unspecified)	2%
COc1ccc(/C=C/C(=O)N2CCc3c(cnc(C)c3CNS(=O)(=O)c3cccs3)C2)cc1	1%
COc1cccc(NC(=O)Cn2c(C)ccc(NC(=O)Nc3ccc(C)cc3)c2=O)c1	?
CCc1c(-c2cccc(OC)c2)ncn1Cc1cccc(-c2ccccc2)c1	?
COc1ccc(-c2ccnc(N[C@H]3CO[C@H]4[C@@H]3OC[C@@H]4NS(=O)(=O)c3ccc(C)cc3)n2)cc1	-10%

Returning to the listing with the 3 entries that preceded the break.
SMILES	12-LOX inh
COc1ccc(-c2ccnc(N[C@H]3CO[C@H]4[C@@H]3OC[C@@H]4NS(=O)(=O)c3ccc(C)cc3)n2)cc1	-10%
CC(C)Nc1ccc2nnc(-c3ccccn3)n2n1	64%[activator][176 µM]
CCOc1ccc(-c2cc(C(=O)Nc3nnc(CC)s3)no2)cc1	8%
CCc1ccccc1CN1CCC2(CC1)Cc1ccccc1CNC2=O	?
Cc1ccsc1CN1CCCC(c2nc(-c3cccnc3)no2)CCNC(=O)CC1 (stereo unspecified)	35%[activator]
CCCNc1nc(-c2ccc(NC(C)=O)cc2F)cs1	?
COc1cccc(N2C(=O)NC(=NC3CCCCC3)C23CCN(CC2CCCCC2)C3)c1 (stereo unspecified)	0%[6.33 µM]
Cc1cccc(-c2noc(CCC(=O)N[C@H]3CC[C@H]3NC3CCCC3)n2)c1	17%
CC(C)Cn1nc(C(=O)OCC(=O)Nc2ccccc2Cl)c2ccccc2c1=O	-5%
CCCCn1c(=O)[nH]c(=O)c2c1nc(CCC(N)=O)n2CC(C)C	42%[activator]
COc1ccc(-c2c(C)c3cc(OS(=O)(=O)c4ccccc4)ccc3oc2=O)cc1OC	-19%
CCc1ccc(/C=C/C(=O)c2cc3cccc(OC)c3oc2=O)cc1	?
COC(=O)[C@@]12C[C@@H](CC(=O)NCc3cccc(C(F)(F)F)c3)C(=O)N(Cc3ccc4c(c3)OCO4)C1=CCC(C)(C)C2	-23%
CSC1=N/C(=C\c2ccc(Cl)c(Cl)c2)C(=O)S1	?
CCOc1ccc(OCCC(=O)OCC(=O)Nc2cc(F)ccc2F)cc1	?
CC[C@H](NC(=O)[C@H]1O[C@@H](n2cnc3c(=O)[nH]c(N)nc32)[C@H](O)[C@@H]1O)c1ccccc1	-6%
COc1ccc(C(=O)NC(C)c2nncn2C)cc1OC1CCN(C(C)=O)CC1 (stereo unspecified)	-1%
O=C(O)CCC(=O)N1Cc2ccccc2CC2(CCCN(CC3CCCC3)C2)C1 (stereo unspecified)	8%[6.33 µM]
CC1(C)CC(C(=O)c2ccccc2)CCO1 (stereo unspecified)	29%
CC(=O)NCCCC(=O)N1CCC2(CC1)CN(C(=O)Cc1ccc(O)cc1)CCO2	?
CC(C)C(C)NC(=O)c1ccc(CNC(=O)OC(C)(C)C)cc1 (stereo unspecified)	2%
O=C(NCc1ccnc(OCC(F)(F)F)c1)c1cccs1	21%
CS(=O)(=O)N1CCCC(C(=O)NCc2ccccn2)CCNC(=O)CC1 (stereo unspecified)	34%[activator]
CC(CC(=O)O)CC(=O)NCCN1CCCCC1 (stereo unspecified)	7%
CC(=O)N1CCCC(c2nn(-c3cccc(Cl)c3)c(=O)[nH]2)C1 (stereo unspecified)	?
Cn1cnc(S(=O)(=O)NC2CCc3nn(CC4CC4)c(=O)n3CC2)c1 (stereo unspecified)	7%
O=C(NC1CC1)C1COC2(CCN(C(=O)c3cccc(Cl)c3)CC2)N1C(=O)c1cccc(F)c1 (stereo unspecified)	53%[activator]
Cc1cnc(C)c(-c2cc(O)c3c(c2)CN(CCCn2cnnn2)CCO3)n1	24%
O=C(O)COc1ccc(-c2ccccc2)cc1Cl	-4%
O=C1C(N2CCN(S(=O)(=O)c3ccc(Cl)s3)CC2)CCN1Cc1cccnc1 (stereo unspecified)	-9%
CCO[C@H]1CN(C(=O)C2(c3ccc(OC)c(OC)c3)CCCC2)C[C@@H]1O	14%
COc1ccc(C(=O)N2CCn3c(nn(-c4cccc(Cl)c4)c3=O)C2)cc1	1%[6.33 µM]
COC(=O)c1c(C)[nH]c(C(=O)C(C)OC(=O)c2cccc(O)c2)c1C (stereo unspecified)	-19%
O=C(c1ccc(C(F)(F)F)cc1)N1CCC(c2nn(-c3ccc(F)cc3)c(=O)[nH]2)CC1	22µM*
O=C(COC(=O)CC12CC3CC(CC(C3)C1)C2)Nc1ccc(F)c([N+](=O)[O-])c1	-7%
COc1ccc(CC(=O)N2CCCN(c3cc(-c4ccccc4)[nH]n3)CC2)cc1OC	62%[activator]
CSc1nc(C(C)C)nc(C)c1C(=O)Nc1cc(Cl)ccc1C	?
CN(C)c1ccc(-c2ccnc(N[C@H]3CO[C@H]4[C@@H]3OC[C@@H]4NC(=O)CSCC(=O)O)n2)cc1	-2%
COc1ccnc(N2CCN(CC3(O)CCCNC3)CC2)n1 (stereo unspecified)	?
COCCNC(=O)NC(=O)CN(C)Cc1cccs1	-4%
COCc1cc(C[C@H]2CNCC[C@H]2CC(=O)NCc2ccccc2OC)no1	?
COC(=O)Cn1c(=O)c2c(nc(-n3nc(C)cc3C)n2Cc2ccc(F)cc2)n(C)c1=O	21%
COc1ncc(-c2ccnc(-c3nnc(C)n3CCN3CCOCC3)c2)cn1	2%[176 µM]
COc1ccc(NC(=O)N2CCc3c(C(=O)NC(C)C)cccc32)cc1	-2%
COc1cccc(C(=O)N2CCC(N3C[C@H](O)C[C@H]3C(=O)NCCN3CCCC3)CC2)c1	84%[activator]
CCC1(O)CCCN(C(=O)c2cc(COc3ccccc3OC)[nH]n2)C1 (stereo unspecified)	7%
COc1ncccc1-c1cc2c(nc1OC)nc(CCc1ccccc1)n2C	54%[activator][176 µM]
COc1ccccc1CC(=O)N1CCCc2ncc(C(=O)Nc3cccc(C(F)(F)F)c3)cc21	-11%
COc1ccccc1-c1cnc2n[nH]c(-c3sccc3C)c2n1	?
C=C(C)CN1CCN(c2nc3c(c(=O)[nH]c(=O)n3C)n2Cc2cc(C)ccc2C)CC1	?
CCN1c2cc(C(=O)Nc3ccc(C(=O)OC)cc3)ccc2C(=O)N2CCCCCC21 (stereo unspecified)	13%
COc1ccc(CNC(=O)Cn2c(C)cc3nc4n(c(=O)c32)CCC4)cc1	18%
O=C(O)c1ccc(CNCc2cccc(Br)c2)cc1	?
Other compounds follow.
SMILES	12-LOX inh
O=C(O)C1CCN(S(=O)(=O)c2cc(Cl)ccc2Cl)CC1	4%
Cc1cccc(CCCCCCCCCCCC(=O)O)c1	10%
O=C(c1ccccc1F)N1CCC(N2CC3CCCN3C2=O)CC1 (stereo unspecified)	6%[176 µM]
CCOc1ccccc1CN1CCC2(CCN(C(=O)NC3CCCC3)CC2)Oc2ccccc21	?
CN(c1ncccc1CNC(=O)c1ccc2c(c1)OCO2)C1CCCCC1	22%
CNc1nc(Nc2ccccc2C)c2cnn(-c3ccccc3)c2n1	3%
CCCn1c(=O)[nH]c(=O)c2c1nc(-c1ccc(Cl)cc1)n2CCOC	?
COCCNC(=O)c1nc(-c2ccc(OC)cc2)c2ccccn12	-2%[6.33 µM]
Cc1ccc(CNC(=O)C2(C)CN(S(C)(=O)=O)CC(=O)N2c2ccc(Cl)cc2)cc1 (stereo unspecified)	9%
CCOc1cc(/C=N/O)ccc1OCc1ccc(Cl)cc1	-46%
Cc1cnn(CCC(=O)N2CCC(C3CCN(S(C)(=O)=O)CC3)C2)c1 (stereo unspecified)	23%

Only part of the results is shown (hit frequency here may not be typical).
